# D2 ag – activates the human D2 dopamine receptor; activation, % at 2 µM; 340,000 tested, 0.53% active; HEK293 T-REx D2 cells, calcium flux agonist mode; P14416; AID 485358;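 active means activation over 3 SD above normal in the single-dose calcium agonist read, cut at about 30% in these data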; further: 0% is about no effect
#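 Agonism scored from kinetic calcium signal (1 read/sec, 180 s) following compound pin transfer, after a 10 s baseline. Cells: HEK293 Trex line expressing inducible D2 receptor coupled to calcium, dye-loaded after overnight culture at 30 C.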
# TRHR ag – activates the human TRH receptor. P34981. TRHR cells, calcium flux fluo-8, FDSS agonist mode. activation, % at 2 µM. 360,000 tested, 0.18% active. AID 493084; in the data active means activation above about 30%; further: 0% is about no effect
# Target sequence (P34981 whole entry, looked up): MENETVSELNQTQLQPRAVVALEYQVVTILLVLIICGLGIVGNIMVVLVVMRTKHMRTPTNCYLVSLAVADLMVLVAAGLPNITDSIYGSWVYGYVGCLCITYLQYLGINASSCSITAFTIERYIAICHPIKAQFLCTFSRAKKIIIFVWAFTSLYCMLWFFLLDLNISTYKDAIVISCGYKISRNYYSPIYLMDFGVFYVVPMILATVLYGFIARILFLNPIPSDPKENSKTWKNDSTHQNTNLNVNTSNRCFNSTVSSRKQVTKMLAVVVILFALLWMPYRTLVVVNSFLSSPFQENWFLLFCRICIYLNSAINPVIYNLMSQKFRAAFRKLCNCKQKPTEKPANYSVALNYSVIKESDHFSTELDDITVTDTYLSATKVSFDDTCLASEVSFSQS
#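 TRHR-expressing cells loaded with fluo-8 calcium dye; 23 nL library compound pin-transferred, kinetic FDSS fluorescence (Ex 480/Em 530) recorded about 180 s for agonist-induced calcium release, before a 10 nM TRH EC20 addition for potentiator mode.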
# TRHR enhancer – TRH receptor (human) allosteric enhancement | P34981 | TRHR cells, fluo-8 calcium fluorescence, EC20 TRH enhancement | enhancement, % at 2 µM | 360,000 tested, 0.66% active | AID 493056; in the data active means enhancement above about 30%; further: 0% is about no effect
#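 TRHR-expressing cells loaded with fluo-8 calcium dye were read kinetically (ex 480/em 530) during compound addition, then stimulated with an EC20 of TRH (10 nM final). Enhancement of the Gq-mediated intracellular calcium response was scored.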
# TrxR1 substrate – is turned over as a substrate by rat TrxR1; O89049; purified TrxR1 substrate turnover, NADPH consumption readout; Potency, µM (doses to about 114 µM), without a hit: at the highest dose activity change, negative = substrate turnover; 390,000 tested, 0.01% active; AID 588456; further: potency means the concentration at half of the fitted maximal effect; on the % scale 0 is the no-effect control and ±100 the full control effect; nearly all actives have a fitted effect of over 50% in size
#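 Rat TrxR1, dispensed at 90 nM, was prereduced with 400 uM NADPH (final) for 5 min at ~22 deg C, then incubated with compound 15 min before 400 uM selenite. A first-read NADPH fluorescence drop versus no-compound background flagged substrates.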
# USP1 inh – inhibitors of human USP1/UAF1 deubiquitinase | recombinant USP1/UAF1, Ub-Rhodamine cleavage fluorescence | Potency, µM (top dose mostly 57.1 µM), for the others: top-dose activity change, negative = inhibition, most hits filed as inhibitors | 390,000 tested, 0.23% active | AID 743255; further: potency means the concentration at half of the fitted maximal effect; on the % scale 0 is the no-effect control and ±100 the full control effect; nearly all actives have a fitted effect of over 60% in size; inactives centre near -12
#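 1 nM enzyme complex + cpd, 15 min RT; start with Ub-Rho 150nM final; kinetic fluorescence ex 480/em 540, 6 reads q60 s. Buffer 50mM HEPES pH 7.8, 0.5mM EDTA, 0.1 mg/ml BSA, 1mM TCEP, 0.01% Tween-20.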
# IDH1 R132H inh – blocks human mutant IDH1 R132H enzyme; O75874; IDH1-R132H enzyme, NADPH consumption, diaphorase/resazurin fluorescence; Potency, µM (top dose mostly 76.6 µM), inactives show at the highest dose activity change, negative = inhibition, usual class: inhibitors; 390,000 tested, 0.093% active; further: potency means the concentration at half of the fitted maximal effect; on the % scale 0 is the no-effect control and ±100 the full control effect; nearly all actives have a fitted effect of over 65% in size
# Target sequence (O75874 whole entry R132H, stated change not applied): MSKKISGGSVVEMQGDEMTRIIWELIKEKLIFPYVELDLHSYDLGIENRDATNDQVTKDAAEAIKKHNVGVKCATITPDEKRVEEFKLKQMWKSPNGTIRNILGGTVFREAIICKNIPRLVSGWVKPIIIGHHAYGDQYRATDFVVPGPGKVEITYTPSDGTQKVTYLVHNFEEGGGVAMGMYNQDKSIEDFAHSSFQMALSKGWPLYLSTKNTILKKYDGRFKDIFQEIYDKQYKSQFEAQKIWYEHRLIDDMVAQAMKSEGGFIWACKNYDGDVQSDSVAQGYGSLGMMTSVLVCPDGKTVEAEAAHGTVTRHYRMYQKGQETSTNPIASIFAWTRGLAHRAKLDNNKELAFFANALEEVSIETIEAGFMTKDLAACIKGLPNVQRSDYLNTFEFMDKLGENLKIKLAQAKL
#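 IDH1-R132H (0.5 ug/mL dispensed) in pH 7.5 Tris buffer was preincubated 30 min with compound, then given a substrate mix of 0.016 mM NADPH and 2 mM alpha-KG for 80 min at room temperature; remaining NADPH was read by diaphorase/resazurin fluorescence.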
# D2 antag – D2 dopamine receptor (human) antagonism; HEK293 TREx D2 cells, calcium flux, dopamine EC80; P14416; inhibition, % at 10 µM; 340,000 tested, 2% active; in the data active means inhibition above about 30%; further: 0% is about no effect
#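 Cells plated overnight at 30 C with tetracycline; no-wash calcium dye, 30–90 min RT; 10 s baseline; compound pinned; 180 s read; EC80 dopamine added; another 180 s read.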
# TrxR1 inh – rat TrxR1 inhibition; AID 588453; 390,000 tested, 1% active; recombinant rTrxR1, NADPH fluorescence consumption, selenite substrate; Potency, µM (highest dose often 114 µM), without a hit: top-dose activity change, negative = inhibition, actives largely listed as inhibitors; further: potency means the concentration at half of the fitted maximal effect; on the % scale 0 is the no-effect control and ±100 the full control effect; nearly all actives have a fitted effect of over 65% in size
#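 Rat TrxR1 (90 nM in the dispensed reagent) was pre-reduced with 400 uM NADPH for 5 min at room temperature, then incubated with compound for 15 min. After 400 uM selenite was added, NADPH fluorescence (Ex 340/Em 450 nm) was followed for 8 min.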
# Pin1 inhibitor – blocks the human prolyl isomerase Pin1 | AID 504891 | Pin1 FP peptide displacement, HiFluor488, 10 min | 390,000 tested, 0.009% active | Potency, µM (titrated, usually from 115 µM), inactives show at the highest dose activity, negative = inhibition, most hits filed as inhibitors; active means well fitted inhibition curve with a large enough effect in the polarisation, with a control signal flat, not every such curve was filed as active; inconclusive means small, poorly fitted or top-dose-only effect, or effect the other way, or a change in a side signal; inactive means no such curve, though single readings can be large or run the other way; the % refers to the polarisation; further: potency means the concentration at half of the fitted maximal effect; on the % scale 0 is the no-effect control and ±100 the full control effect
# Target sequence (Q13526 whole entry, looked up): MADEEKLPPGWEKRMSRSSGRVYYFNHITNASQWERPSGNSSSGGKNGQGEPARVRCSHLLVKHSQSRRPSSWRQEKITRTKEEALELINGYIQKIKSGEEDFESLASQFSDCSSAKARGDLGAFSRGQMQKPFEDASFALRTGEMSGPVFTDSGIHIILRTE
# Numbers without * were called inactive; ? = inconclusive; / = not tested or not shown; [ ] = another dose, or the depositor's remark. Unless noted, the call rests on the fitted dose curve; in most records, active means well fitted inhibition curve with a large enough effect; inconclusive means small, poorly fitted or top-dose-only effect; inactive means no such curve, though single readings can be large or run the other way.
1) COc1ccc(N2CC(C)Cn3c2nc2c3c(=O)n(Cc3ccc(F)cc3)c(=O)n2C)c(OC)c1 (stereo not given)
2) O=C(c1ccoc1)N1CCC2(CC1)Oc1ccc(F)cc1C(=O)C21CC(c2ccc(Cl)cc2)=NO1 (stereo not given)
3) CCS(=O)(=O)Nc1cc(-c2cn3ccc(C)cc3n2)ccc1C
4) Cc1ccc(S(=O)(=O)N2CCCC(C(=O)NCc3ccc4c(c3)OCO4)C2)cc1 (stereo not given)
5) N/C(Cn1nnc(-c2ccccc2)n1)=N\O
6) CN(C)S(=O)(=O)c1ccc(C(=O)NN2C(=O)NC3(CCCCC3)C2=O)cc1
entry no.	1	2	3	4	5	6
D2 ag	-0.7	-0.3	-0.1	-1.5	/	0.5
TRHR ag	-1.0	0.3	-2.1	0.1	0.3	0.1
TRHR enhancer	-13	-1	16	3	-7	4
TrxR1 substrate	8%[57.1 µM]	-10%	62%[activator]	2%	-7%	-1%
USP1 inh	-4%	?	-26%	-11%	-7%	-21%
IDH1 R132H inh	4%	8%	37%[activator]	7%	1%	7%
D2 antag	15	7	/	20	/	-13
TrxR1 inh	10%	71µM*	16%	20%	-9%	13%
Pin1 inhibitor	-4%	13%	2%	4%	-4%	-6%

7) CN(C)c1ccc(C(O)c2cc3ccccc3s2)cc1 (stereo not given)
8) COc1ccccc1CC(NC(C)=O)C(=O)NC1CCN(C(=O)Nc2ccccc2C)CC1 (stereo not given)
9) O=C(CN1CCOCC1)Nc1ccccc1NC(=O)C1CCN(c2ncccn2)CC1
10) O=C(O)c1cccc(N/N=C/c2ccc(F)c(F)c2)c1
11) COc1cccc(Cn2c(=S)[nH]c3ccc(N4CCOCC4)cc3c2=O)c1
12) O=C(CSc1nnc2ccc(-c3ccc(Br)cc3)nn12)NCC1CCCO1 (stereo not given)
entry no.	7	8	9	10	11	12
D2 ag	/	1.1	0.2	/	-1.2	1.9
TRHR ag	/	-1.7	0.1	-0.6	0.0	-0.3
TRHR enhancer	/	1	14	1	-6	5
TrxR1 substrate	7%[57.1 µM]	1%	10%	4%[57.1 µM]	33%	2%[57.1 µM]
USP1 inh	-17%	-10%	-11%	3%	-9%	-17%
IDH1 R132H inh	5%	-1%	2%	3%	4%	7%
D2 antag	/	-2	2	/	1	-3
TrxR1 inh	-5%[2.29 µM]	22%	-8%	6%[57.1 µM]	15%	-2%[57.1 µM]
Pin1 inhibitor	2%	-8%	3%	0%	3%	-5%

13) CCCCNC(=S)NNC(=O)c1c(Cl)c(C)nn1C
14) CCOC(=O)c1sc(=NC(=O)COc2ccccc2)n(C)c1C
15) Cc1cccc(OCC(O)CN2CCN(CCN3C(=O)c4cccc5cccc(c45)C3=O)CC2)c1C (stereo not given)
16) O=C1CCC(C(=O)OCC(=O)c2c[nH]c3ccccc23)=NN1
17) COC(=O)c1cnc(Nc2ccc(Cl)cc2)c([N+](=O)[O-])c1
18) O=C(Nc1nc(-c2ccccc2)cs1)c1ccc(N2CCOCC2)c([N+](=O)[O-])c1
entry no.	13	14	15	16	17	18
D2 ag	0.5	-2.9	-0.6	0.1	-0.2	0.6
TRHR ag	0.4	-0.2	-0.3	1.3	0.0	0.7
TRHR enhancer	0	-5	14	1	-3	-8
TrxR1 substrate	4%[11.4 µM]	-1%[57.1 µM]	-4%	3%	-15%[11.4 µM]	-10%
USP1 inh	-17%	-7%	-24%	-8%	-9%	-2%
IDH1 R132H inh	4%	4%	10%	3%	3%	0%
D2 antag	7	-5	-17	-6	-15	10
TrxR1 inh	9%[11.4 µM]	-9%[57.1 µM]	22%	15%	22%[11.4 µM]	-8%
Pin1 inhibitor	-2%	-2%	-12%	3%	2%	-10%

19) COc1cc(CCCN2C(=O)C(=O)NC[C@@H]2CCCCN)cc(OC)c1OC
20) O=C(N/N=C1\CCCc2ccccc21)c1ccccc1[N+](=O)[O-]
21) CC(=O)c1ccc(N2CCN(C(=O)C3CCN(S(=O)(=O)c4ccc5c(c4)CC(C)N5C(=O)C4CC4)CC3)CC2)cc1 (stereo not given)
22) CC(C)CNC(=O)c1c(N)n(/N=C/c2cccnc2)c2nc3ccccc3nc12
23) CC(C)Cn1c(Cc2ccccc2)n[nH]c1=S
24) COC(=O)c1cc2oc(C)cc2n1Cc1ccccc1Cl
entry no.	19	20	21	22	23	24
D2 ag	-0.6	-2.6	0.3	0.9	0.3	0.0
TRHR ag	-0.2	-0.4	-0.5	0.3	-0.1	0.0
TRHR enhancer	2	7	-6	1	-5	0
TrxR1 substrate	2%[57.1 µM]	-6%	1%	/	8%	86%[activator]
USP1 inh	-12%	0%	-15%	/	-5%	-20%
IDH1 R132H inh	10%	3%	0%	/	0%	-7%
D2 antag	6	27	-3	-8	-6	/
TrxR1 inh	-4%[57.1 µM]	0%	18%	/	7%	84%[activator]
Pin1 inhibitor	-3%	0%	10%	/	-3%	0%

# One compound at a time, as listed above. Screens in order: D2 ag, TRHR ag, TRHR enhancer, TrxR1 substrate, USP1 inh, IDH1 R132H inh, D2 antag, TrxR1 inh, Pin1 inhibitor
# Profile of CC(=O)c1ccc(N2CCN(C(=O)C3CCN(S(=O)(=O)c4ccc5c(c4)CC(C)N5C(=O)C4CC4)CC3)CC2)cc1 (stereo not given) → 0.3, -0.5, -6, 1%, -15%, 0%, -3, 18%, 10%
# Profile of COC(=O)c1cc2oc(C)cc2n1Cc1ccccc1Cl → 0.0, 0.0, 0, 86%[activator], -20%, -7%, /, 84%[activator], 0%
# Profile of CC(C)Cn1c(Cc2ccccc2)n[nH]c1=S → 0.3, -0.1, -5, 8%, -5%, 0%, -6, 7%, -3%

# Other results follow.
25) CN1C(=O)c2ccc(NC(=O)C3CC3)cc2C1=O
26) OC1CCCN(Cc2ccccc2)C1 (stereo not given)
27) CCSC(=O)NC1CCCCC1
28) CC1CCC(C(C)C)C(OCC(O)CN2CCOCC2)C1 (stereo not given)
29) COc1ccc(CC(=O)N2CCN(c3cccc(Cl)c3)CC2)cc1OC
30) N#Cc1ccccc1Oc1ccccc1C=O
entry no.	25	26	27	28	29	30
D2 ag	-1.0	-0.6	0.5	-0.5	-0.7	1.0
TRHR ag	0.2	1.0	0.3	-0.4	0.1	1.7
TRHR enhancer	1	4	1	-2	-6	1
TrxR1 substrate	90%[activator]	8%	6%	7%	5%	-6%
USP1 inh	-20%	?	0%	-5%	-8%	0%
IDH1 R132H inh	9%	5%	9%	0%	8%	2%
D2 antag	-4	-14	-2	29	4	-1
TrxR1 inh	21%	15%	18%[57.1 µM]	11%	10%	0%
Pin1 inhibitor	-1%	4%	0%	1%	-5%	-6%

31) COc1ccc(NC(=O)c2cncc(Br)c2)cc1S(N)(=O)=O
32) COc1ccc(Cl)cc1C(=O)OCC(=O)c1ccc[nH]1
33) COc1ccnc(N2CCN(c3cccc(C(F)(F)F)c3)CC2)c1C#N
34) COc1ccc(NC(=O)c2oc3ccccc3c2NC(=O)c2ccc3c(c2)OCO3)cc1
35) O=[N+]([O-])c1ccc2nc(-c3ccccc3)cc(-c3ccccc3)c2c1
36) Cn1c(SCC(=O)c2ccccc2)nnc1-c1cccnc1
entry no.	31	32	33	34	35	36
D2 ag	1.7	0.4	-0.3	3.0	1.2	0.5
TRHR ag	0.5	0.1	0.2	1.2	0.8	0.1
TRHR enhancer	0	9	-9	-2	0	-2
TrxR1 substrate	-1%[57.1 µM]	-10%	16%	13%	-4%	5%
USP1 inh	-5%	-3%	-14%	-15%	0%	-27%
IDH1 R132H inh	0%	-5%	1%	0%	2%	3%
D2 antag	-26	-6	8	7	7	-15
TrxR1 inh	0%[57.1 µM]	6%	17%	12%	-9%	7%
Pin1 inhibitor	-2%	-5%	-5%	-16%	-1%	2%

37) COc1cccc(CNC(=O)CCn2cnc3ccccc3c2=O)c1
38) O=C1CCC(C(=O)N2CCCC(C(=O)c3ccc4c5c(cccc35)CC4)C2)=NN1 (stereo not given)
39) O=C(C1CCN(c2ccc(N3CCOCC3)nn2)CC1)N1CCc2ccccc2C1
40) Cc1ccc(C(=O)OCC(=O)NCc2ccco2)cc1C
41) CCOc1ccc(C(=O)NN2CCOCC2)cc1
42) CCCn1c(N)c(C(=O)CN(C)CC(=O)Nc2cc(C)ccc2C)c(=O)[nH]c1=O
entry no.	37	38	39	40	41	42
D2 ag	-1.3	-0.9	0.4	0.2	0.4	0.0
TRHR ag	-0.1	1.2	0.5	-1.5	0.0	-0.7
TRHR enhancer	-4	-2	8	4	1	-2
TrxR1 substrate	4%[57.1 µM]	26%	44%[activator]	3%	-3%	8%[57.1 µM]
USP1 inh	-16%	-22%	-1%	-26%	-7%	0%
IDH1 R132H inh	13%	12%	0%	-3%	-10%	2%
D2 antag	/	-17	2	-8	-2	-6
TrxR1 inh	19%[57.1 µM]	2%	9%	19%	-3%	0%
Pin1 inhibitor	2%	-4%	5%	1%	0%	2%

43) Cc1ccccc1NS(=O)(=O)c1cc(C(=O)N2CCCC2)ccc1Cl
44) CCOC(=O)CNC(=O)Nc1cccc(Cl)c1C
45) Cc1cccc(NC(=S)NC(=O)c2ccc(Br)o2)c1
46) Cc1nn(C)cc1CN(C)S(=O)(=O)c1cccc([N+](=O)[O-])c1
47) CCN(CC)C(=O)C(=O)c1cccn1-c1ccc(C#N)cc1
48) COC(=O)c1cc(-c2ccccc2)n(CC(=O)O)c1C
entry no.	43	44	45	46	47	48
D2 ag	-0.3	1.9	-0.2	1.1	0.1	0.0
TRHR ag	-0.1	1.0	-0.5	0.9	0.4	0.7
TRHR enhancer	-1	0	0	-2	7	1
TrxR1 substrate	-12%	1%	-10%	-16%[57.1 µM]	-1%	-2%[57.1 µM]
USP1 inh	-6%	-4%	-1%	-20%	-15%	-14%
IDH1 R132H inh	5%	7%	-10%	7%	11%	4%
D2 antag	-1	12	9	6	5	-23
TrxR1 inh	-13%	14%	?	19%[57.1 µM]	18%	11%[57.1 µM]
Pin1 inhibitor	2%	-7%	4%	-3%	-16%	2%

# A portion of the library (hit frequency here may not be typical).
